Source: PubChem BioAssay (National Center for Advancing Translational Sciences (NCATS))
AmpC detergent = qHTS Inhibitors of AmpC Beta-Lactamase (assay with detergent) | P00811 | AmpC hydrolysis of nitrocefin, absorbance 480 nm, 0.01% Triton | 370,000 compounds, 0.041% hits | AID 485294, 2010 | Potency, µM (doses to about 114 µM), for the others: top-dose activity change, negative = inhibition, actives largely listed as inhibitors;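 further: potency means the concentration at half of the fitted maximal effect; 0% = no-compound wells and -100% = no-enzyme wells; nearly all actives have a fitted effect of over 25% in size; some results filed as inactive show a strong effect at the top dose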
Target sequence (P00811 whole entry, looked up): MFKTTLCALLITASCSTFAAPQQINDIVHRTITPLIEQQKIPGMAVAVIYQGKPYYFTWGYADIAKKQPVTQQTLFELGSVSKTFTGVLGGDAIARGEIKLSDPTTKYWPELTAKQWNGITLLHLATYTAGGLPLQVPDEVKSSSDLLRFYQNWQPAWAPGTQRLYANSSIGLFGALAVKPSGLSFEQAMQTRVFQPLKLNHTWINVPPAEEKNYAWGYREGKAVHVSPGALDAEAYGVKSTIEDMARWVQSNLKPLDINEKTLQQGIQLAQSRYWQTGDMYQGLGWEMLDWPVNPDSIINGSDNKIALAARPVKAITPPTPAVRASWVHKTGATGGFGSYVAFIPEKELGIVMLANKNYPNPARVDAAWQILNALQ
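AmpC (5.3 nM in the dispensed reagent) in 20 mM phosphate pH 7.0 with 0.01% (detergent screen) or 0.0001% Triton X-100 was preincubated with compounds for 15 min at room temperature. Nitrocefin was then added from an 800 uM solution, and hydrolysis was followed at 480 nm.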
Sm TGR block = qHTS Assay for the Inhibitors of Schistosoma Mansoni Peroxiredoxins; 360,000 compounds, 3% hits; Schistosoma mansoni thioredoxin glutathione reductase (TGR), Q962Y6; purified TGR, DTNB reduction, TNB absorbance 405 nm; Potency, µM (doses to about 114 µM), without a hit: top-dose activity change, negative = inhibition, actives largely listed as inhibitors; further: potency means the concentration at half of the fitted maximal effect; nearly all actives have a fitted effect of over 60% in size
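First, TGR (20 nM dispensed) and NADPH were mixed with compound. Second, a 15 min room-temperature incubation followed. Third, further NADPH and then DTNB were added to start the reaction. Finally, TNB absorbance was monitored kinetically.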
TbPYK inhibitor = qHTS of Trypanosoma Brucei Inhibitors; TbPYK enzyme, Kinase-Glo Plus ATP luminescence, 45 min; Potency, µM (top dose mostly 76.8 µM), for the others: at the highest dose activity, negative = inhibition, usual class: inhibitors; 410,000 compounds, 0.12% hits; AID 624173, 2012; further: potency means the concentration at half of the fitted maximal effect; nearly all actives have a fitted effect of over 50% in size
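Luminescent Kinase-Glo Plus end-point after 45 min room-temperature reaction of T. brucei pyruvate kinase started with 130 uM ADP (final). Buffer TEA 50 mM pH 7.2 with KCl, MgCl2, BSA, Tween-20; titration-based qHTS with fitted concentration-effect curves.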
AmpC inh no detg = qHTS Inhibitors of AmpC Beta-Lactamase (assay without detergent) | AID 485341, 2010 | AmpC nitrocefin hydrolysis, absorbance 480 nm, 0.0001% Triton | Potency, µM (series often up to 57.1 µM), without a hit: at the top dose activity change, negative = inhibition, usual class: inhibitors | 330,000 compounds, 0.52% hits | P00811;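 further: potency means the concentration at half of the fitted maximal effect; plate controls were no compound for no effect and no enzyme for full effect; nearly all actives have a fitted effect of over 20% in size; some results filed as inactive show a strong effect at the top dose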
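AmpC (5.3 nM in the dispensed reagent) in 20 mM phosphate pH 7.0 with 0.01% (detergent screen) or 0.0001% Triton X-100 was preincubated with compounds for 15 min at room temperature. Nitrocefin was then added from an 800 uM solution, and hydrolysis was followed at 480 nm.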
AMA1 RON2 block = qHTS for Inhibitors of AMA1-RON; Towards Development of Antimalarial Drug Lead: Primary Screen | AlphaScreen AMA1-biotinylated RON2 peptide binding | Potency, µM (titrated, usually from 58.2 µM), inactives show at the top dose activity change, negative = inhibition, actives largely listed as inhibitors | 360,000 compounds, 0.2% hits | AID 720542, 2013;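 further: potency means the concentration at half of the fitted maximal effect; 0% = vehicle wells and -100% = peptide control; nearly all actives have a fitted effect of over 45% in size; some results filed as inactive show a strong effect at the top dose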
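AMA1 (3D7) with his tag at 25 nM final met compounds first, then biotinylated RON2 peptide at 25 nM; detection used donor plus acceptor beads, 10 µg/mL apiece, read by AlphaScreen after 30 min at room temperature.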
HCMV inh = qHTS Assay for inhibitors of the human cytomegalovirus (HCMV); activity change, negative = inhibition, % at 57.5 µM; AID 1259415, 2018; 410,000 compounds, 4.5% hits; HFF cells, HCMV-luciferase reporter, 72 h; active compounds read low; in the data active means activity change below about -60%; inconclusive means no clear call, values can overlap the other calls; inactive means above about -39%
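Cell-based, HFFs, 1000 cells/well, 16 h 37C; cpds in DMSO + HCMV-luc, MOI 1 PFU/cell; 72 h 37C; OneGlo luminescence after 5 min RT; norm. to buffer vs Salinomycin 10uM.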
LmPK inh = qHTS Assay for Inhibitors of Leishmania Mexicana Pyruvate Kinase (LmPK) | AID 1721, 2009 | Q27686 | Potency, µM (top dose mostly 57.5 µM), for the others: at the highest dose activity change, negative = inhibition, hits mostly inhibitors | 290,000 compounds, 0.37% hits | purified LmPK, Kinase-Glo ATP luminescence, 1 h; further: potency means the concentration at half of the fitted maximal effect
Target sequence (Q27686 whole entry, looked up): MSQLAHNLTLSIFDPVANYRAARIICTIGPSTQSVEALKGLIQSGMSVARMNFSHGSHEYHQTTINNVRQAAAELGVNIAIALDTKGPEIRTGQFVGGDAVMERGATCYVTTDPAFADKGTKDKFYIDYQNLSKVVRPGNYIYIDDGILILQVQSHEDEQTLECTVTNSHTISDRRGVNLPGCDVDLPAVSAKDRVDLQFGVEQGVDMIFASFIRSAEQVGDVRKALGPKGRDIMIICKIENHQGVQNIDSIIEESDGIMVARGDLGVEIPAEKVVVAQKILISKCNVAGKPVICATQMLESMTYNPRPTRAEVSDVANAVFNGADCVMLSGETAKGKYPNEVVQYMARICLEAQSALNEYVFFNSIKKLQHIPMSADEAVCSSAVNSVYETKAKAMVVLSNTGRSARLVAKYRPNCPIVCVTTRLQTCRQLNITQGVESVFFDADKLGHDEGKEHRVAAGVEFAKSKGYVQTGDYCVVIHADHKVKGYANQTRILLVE
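Pyruvate kinase activity monitored as ATP production (luciferase luminescence). Conditions: 0.1 nM enzyme, 0.5 mM PEP, 0.1 mM ADP, 1 h, RT; normalized against uninhibited and no-enzyme wells.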
An asterisk follows results filed as active; ? = inconclusive; / = no result given; & = joins results of further samples; [ ] = another dose, or the depositor's remark. Unless noted, the call rests on the fitted dose curve; in most records, active means well fitted curve in the direction sought with a large enough effect; inconclusive means small, poorly fitted or top-dose-only effect, or another doubt; inactive means no such curve, though single readings can be large; an effect the other way counts as inactive or inconclusive. Unless noted, on the % scale 0 is the no-effect control and ±100 the full control effect.

item	canonical_smiles	AmpC detergent	Sm TGR block	TbPYK inhibitor	AmpC inh no detg
1	COC(=O)CSc1nnc(CNc2ccc(OC)cc2)n1C	-2%	-25%	3%	-16%
2	COc1ccc(C(CNC(=O)c2ccc(-c3ccccc3)cc2)N(C)C)cc1OC (centres undefined)	-8%	-3%	-13%	155%[activator]
3	COc1ccc(NCc2cc3cc4c(cc3n(CC(=O)Nc3cc(C)cc(C)c3)c2=O)OCO4)cc1	-1%	-2%	-1%	/
4	CC(=O)n1nc(-c2ccc(C)cc2)nc1NCc1ccc(F)cc1	-6%	9%	-10%	-20%
5	COc1ccc(CCNc2ncnc3c2c(-c2ccccc2)cn3-c2ccc(Cl)cc2)cc1OC	-8%	-3%	2%	/
6	CCN(CC)CCNC(=O)c1cc2ccccc2nc1Cl	8%	0%	-12%	-26%
7	Cc1nc(SCC(=O)Nc2ccc3c(c2)OCCO3)nc(C)c1C	-14%	8%	-27%	-29%
8	CCOc1ccc(CNCCSc2nnnn2C)cc1OC	-2%	-1%	-2%	/

item	AMA1 RON2 block	HCMV inh	LmPK inh
1	26%	21	0%
2	-24%	-35	1%
3	/	13	/
4	-8%	52	0%
5	/	21	/
6	-7%	4	-2%
7	-1%	74	-4%
8	/	17	/

The list goes on, starting with the last 6 of the part before.
item	canonical_smiles	AmpC detergent	Sm TGR block	TbPYK inhibitor	AmpC inh no detg
3	COc1ccc(NCc2cc3cc4c(cc3n(CC(=O)Nc3cc(C)cc(C)c3)c2=O)OCO4)cc1	-1%	-2%	-1%	/
4	CC(=O)n1nc(-c2ccc(C)cc2)nc1NCc1ccc(F)cc1	-6%	9%	-10%	-20%
5	COc1ccc(CCNc2ncnc3c2c(-c2ccccc2)cn3-c2ccc(Cl)cc2)cc1OC	-8%	-3%	2%	/
6	CCN(CC)CCNC(=O)c1cc2ccccc2nc1Cl	8%	0%	-12%	-26%
7	Cc1nc(SCC(=O)Nc2ccc3c(c2)OCCO3)nc(C)c1C	-14%	8%	-27%	-29%
8	CCOc1ccc(CNCCSc2nnnn2C)cc1OC	-2%	-1%	-2%	/
9	CCOC(=O)c1cccc(NC(=O)c2ccccc2C)c1	-5%	-2%	2%	-15%
10	COc1c(Cl)cc(C(=O)NCc2ccco2)cc1Cl	-17%	-7%	4%	-28%
11	Cc1cc(C)cc(N2C(=O)N(c3ccccc3C)C3CS(=O)(=O)CC32)c1 (centres undefined)	?	0%	-8%	-11%
12	CCCCN1C[C@H](O)[C@@H](O)[C@H](O)[C@H]1CO	-13%	1%	2%	-19%
13	COc1ccc(CC(=O)Nc2cc(S(=O)(=O)N3CCCCC3)ccc2C)cc1	0%	-1%	1%	-42%
14	Cc1ccc(-n2c(O)c(C=NC3CCS(=O)(=O)C3)c3ccccc3c2=O)c(C)c1 (centres undefined)	7%	3%	5%	6%
15	CC(OC(=O)CNC(=O)C12CC3CC(CC(C3)C1)C2)C(=O)Nc1ncc(Cl)cc1Cl (centres undefined)	-11%	-20%	2%	56%
16	Cc1ccc(CNCCc2ccccc2F)cc1	?	0%	31%	-12%

item	AMA1 RON2 block	HCMV inh	LmPK inh
3	/	13	/
4	-8%	52	0%
5	/	21	/
6	-7%	4	-2%
7	-1%	74	-4%
8	/	17	/
9	9%	10	3%
10	-3%	-32	-1%
11	1%	-9	-8%
12	8%	2	-4%
13	-13%	-31	/
14	-7%	-33	0%
15	-2%	4	9%
16	-4%[11.6 µM]	?	-1%

More compounds follow.
item	canonical_smiles	AmpC detergent	Sm TGR block	TbPYK inhibitor	AmpC inh no detg
17	COc1ccc(C(=O)O)cc1NC(=S)NC(=O)/C=C/c1ccc(C(C)C)cc1	-4%	?	-5%	-59%
18	COc1ccc(Nc2nc(-c3ccccc3)cs2)cc1	-3%	-26%	-5%	-32%
19	COc1ccc(C(=O)OCC(=O)Nc2cccc(C(C)=O)c2)cc1OC	-1%	-14%	7%	3%
20	CCC(c1nnnn1-c1ccc2c(c1)OCCO2)N1CCN(c2ncccc2C(F)(F)F)CC1 (centres undefined)	/	/	-3%&1%	/
21	CN(C)S(=O)(=O)N1CCC(Oc2cccc(C(=O)N3CCCCCC3)c2)CC1	3%	7%	-3%	89%[activator]
22	CC1(C)Cc2ccccc2C(/C(C#N)=N/O)=N1	4%	1%	0%	-20%
23	CC(C)CCNC(=O)c1ccc(Cl)c(NC(=O)Cc2ccccc2)c1	?	0%	/	-22%
24	CCOc1ccc(NC(=S)c2ccc3ccccc3n2)cc1	-15%	-9%	0%	-21%

item	AMA1 RON2 block	HCMV inh	LmPK inh
17	23%	22	3%
18	-8%	78	-18%
19	-10%	64	0%
20	0%&-13%	?	/
21	1%	-14	4%
22	-6%	12	-8%
23	/	-12	7%
24	6%	57	2%

(cont.)
item	canonical_smiles	AmpC detergent	Sm TGR block	TbPYK inhibitor	AmpC inh no detg
25	Cc1cc(C)nc(NS(=O)(=O)c2ccc(N/C=C\C(=O)c3ccc(Cl)cc3)cc2)n1	-3%	-1%	9%	-19%
26	CCN(c1cccc(C)c1)c1nc2ccsc2c(=O)s1	-7%	-8%	-1%	-20%
27	CCN1CCN(c2ccc(NC(=O)c3ccccc3F)cc2Cl)CC1	4%	1%	1%	-21%
28	CCS(=O)(=O)NCC(c1cccnc1)N1CCN(c2ccccc2F)CC1 (centres undefined)	-7%	-1%	7%	-2%
29	COc1ccc(N2CCN(C(=O)CCc3cc(OC)c(OC)c(OC)c3)CC2)cc1	-6%	2%	0%	9%
30	Cc1cc(C)c(NC(=O)CSc2nc3c([nH]c4ccccc43)c(=O)n2C)c(C)c1	5%	4%	-2%	/
31	O=C(Cc1cccc(NC(=O)C2CCCN(C(=O)c3ccccc3)C2)c1)Nc1ccc(C(=O)N2CCOCC2)cc1 (centres undefined)	/	/	2%	/
32	COc1ccc(CCNC(=O)C2CCCN(c3nn4c(=O)cc(C)nc4s3)C2)cc1OC (centres undefined)	-6%	-2%	6%	-13%

item	AMA1 RON2 block	HCMV inh	LmPK inh
25	0%	29	0%
26	62%[activator]	58	4%
27	0%	176	-6%
28	5%	22	-5%
29	-3%	-14	4%
30	/	5	/
31	5%	-20	/
32	15%	-7	-1%

(more compounds)
item	canonical_smiles	AmpC detergent	Sm TGR block	TbPYK inhibitor	AmpC inh no detg
33	O=C(O)Cn1c(CC(=O)N2CCCC2)nc2ccccc21	-6%	-35%	-14%	-19%
34	COc1cc2c(cc1OC)C1O[C@](CCCCN3C(=O)c4ccccc4C3=O)(C2)Oc2c1c(=O)oc1ccccc21	?	-17%[22.9 µM]	/	-26%[11.4 µM]
35	O=C1NCN(c2ccccc2)C12CCN(C(c1nnnn1C1CCCC1)C1CC1)CC2 (centres undefined)	/	/	8%	/
36	C=CCn1c(SCC#N)nnc1-c1ccc2ncccc2c1	8%	5%	-1%	-4%
37	CN(C)c1ccc(/C=N/NC(=S)NCc2ccccc2)cc1	?	-12%	1%	-54%
38	CCN(CC(=O)NCCc1ccc(Cl)cc1)Cc1nc2ccccc2c(=O)[nH]1	-7%	2%	2%	21%
39	COc1ccc(-c2nc(C#N)c(N3CCc4ccccc4C3)o2)cc1OC	-2%	-1%	3%	104%
40	CCc1nc2ccc(C(=O)N(CC)CCN(C)C)cn2c1N(CC)CCOC	/	/	-3%	/

item	AMA1 RON2 block	HCMV inh	LmPK inh
33	-6%	42	4%
34	/	/	-6%[11.5 µM]
35	-10%	-8	/
36	-4%	-3	-7%
37	?	-19	4%
38	55%[activator]	-6	3%
39	-22%	-9	0%
40	5%	-1	/

(more compounds)
item	canonical_smiles	AmpC detergent	Sm TGR block	TbPYK inhibitor	AmpC inh no detg
41	CCC(=O)NCC(=O)OCC(=O)c1ccccc1	2%	-3%	?	-19%
42	CCCCN1C(=O)C(CC(=O)NC2CCCCC2)CC(C(=O)N(CC)CC)=C1C (centres undefined)	/	/	0%	/
43	COc1ccccc1-n1c(SCC(=O)NC(C)(C)C)nc(O)c(Cc2ccccc2)c1=O	-2%	-12%	1%	-36%
44	CN(C)S(=O)(=O)c1ccc(NC(=O)CN2CCN(C(c3ccccc3)c3ccccc3)CC2)cc1	3%	-40%	-4%	-20%
45	O=C1O[C@@H](c2ccc(O)cc2)Cc2cccc(O)c21	8%	-18%	-3%	-17%
46	CCOC(=O)c1c(N)sc2c(OCC)c(Br)ccc12	1%	5%	3%	-14%
47	COc1ccc(CNC(=O)CN(Cc2ccc(Cl)cc2)S(C)(=O)=O)cc1	-9%	-2%	-10%	1%
48	Cc1nnc(N/N=C/c2cccc(OCc3ccc(Cl)c(Cl)c3)c2)n1N	-16%	0%	2%	78%[activator]

item	AMA1 RON2 block	HCMV inh	LmPK inh
41	-11%	10	9%
42	5%	-18	/
43	26%	7	-2%
44	-5%	52	5%
45	-4%	-12	/
46	-5%	-5	8%
47	11%	-21	-1%
48	39%[activator]	-14	-3%

Next part
item	canonical_smiles	AmpC detergent	Sm TGR block	TbPYK inhibitor	AmpC inh no detg
49	CCOc1ccc(Nc2oc(-c3ccccc3Cl)nc2C#N)cc1	2%	-9%	-6%	-17%
50	CCc1c(O)nc(SCC(=O)NCc2ccco2)[nH]c1=O	-14%	-35%	1%	-18%
51	COC(=O)C1=C(COc2ccc(C=O)cc2OC)NC(=O)NC1c1cc(C)ccc1C (centres undefined)	-13%	-11%	8%	-16%
52	CCO[C@H]1OC(C(=O)N2CCOCC2)=C[C@@H](c2ccc(Br)cc2)[C@@H]1CCCO	10%	6%	-14%	98%[activator]
53	Cc1ccsc1/C=C(\C(=O)c1ccc(OC(C)C)cc1)c1nc2ccccc2o1	12%	6%	-1%	4%
54	Cc1cc(O)c(C(C)C)cc1C1(c2cc(C(C)C)c(O)cc2C)OC(=O)c2ccccc21	3%	13%	0%	-51%

item	AMA1 RON2 block	HCMV inh	LmPK inh
49	-7%	-24	-1%
50	-12%	12	8%
51	-4%	52	-1%
52	-5%	-13	-4%
53	-27%	-5	6%
54	-11%	-103*	8%
